# From PubChem BioAssay
# HT1080 IDH1KD tx – kills HT-1080 cells with IDH1 knockdown; Potency, µM (top dose mostly 46.1 µM), for the others: at the top dose activity, negative = toxicity, actives largely listed as cytotoxic; 2% of 360,000 active; HT-1080 IDH1 knockdown viability, ATP luminescence, 48 h;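 also: potency is read from the fitted curve at half-maximal effect; 0% = DMSO wells and -100% = cell-free medium wells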
#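 IDH1KD HT-1080 cells, 750/well, RPMI + 5% FBS; compound pinned after 2 h settling; 48 h, 37 °C; CellTiter-Glo luminescence; % activity normalised to DMSO and no-cell wells; curves fitted, classed by r2 and efficacy.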
# ATXN2 expr inh – inhibitors of ATXN2 expression | HEK-293 ATXN2-luciferase reporter, luminescence, 24 h | Potency, µM (titrated, usually from 57 µM), for inactives: top-dose activity change, negative = inhibition, most hits filed as inhibitors | 0.72% of 360,000 active | AID 1745845; also: potency is read from the fitted curve at half-maximal effect; % is scaled to controls: 0 for no effect and ±100 for the full control effect; nearly all actives have a fitted effect of over 55% in size
#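 qHTS (up to 57 uM final) was run with 24 h compound exposure of reporter cells at 37 °C. Each well was multiplexed: SteadyGlo luminescence measured ATXN2-luciferase expression after a fluorogenic Gly-Phe-AFC viability readout (25 uM final).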
# KB-V1 cytotox – kills drug-selected multidrug resistant KB-V1 cells; KB-V1 MDR cells viability, CellTiter-Glo, 72 h; Potency, µM (highest dose often 46.1 µM), inactives show at the highest dose activity change, negative = cytotoxicity, most hits filed as cytotoxic; 3.4% of 400,000 active; also: potency is read from the fitted curve at half-maximal effect; % is scaled to controls: 0 for no effect and ±100 for the full control effect; nearly all actives have a fitted effect of over 60% in size
#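 Following 72 h at 37 degrees C with compound, KB-V1 cell viability was read by CellTiter-Glo luminescence, medium being phenol-red-free DMEM plus 10% FBS; concentration-response parameters came from normalized, curve-fitted qHTS data.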
# KB-3-1 tox – kills parental KB-3-1 adenocarcinoma cells; KB-3-1 viability, CellTiter-Glo ATP luminescence, 72 h; AID 1347075; Potency, µM (series often up to 46.1 µM), for the others: at the highest dose activity change, negative = cytotoxic, usual class: cytotoxic; 1.4% of 400,000 active; also: potency is read from the fitted curve at half-maximal effect; % is scaled to controls: 0 for no effect and ±100 for the full control effect; nearly all actives have a fitted effect of over 60% in size
#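 Multi-concentration cytotoxicity screen in KB-3-1 cells grown in DMEM lacking phenol red with 10% FBS. After 72 h at 37 °C with compound, ATP-dependent luminescence was recorded.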
# HT1080NT lethal – kills 2HG-producing HT-1080-NT fibrosarcoma cells | HT-1080-NT fibrosarcoma viability, CellTiter-Glo ATP luminescence, 48 h | 1.6% of 360,000 active | Potency, µM (top dose mostly 46.1 µM), for the others: at the top dose activity, negative = less viability, hits mostly cytotoxic;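 also: NT is the 2HG producing partner of a matched IDH1 knockdown line; potency is read from the fitted curve at half-maximal effect; 0% = DMSO-treated cells and -100% = media-only wells without cells; nearly all actives have a fitted effect of over 55% in size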
#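 Fibrosarcoma NT cells, 750 per well in 5% FBS RPMI, were exposed to compound for 48 hours. Viability: CellTiter-Glo luminescence.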
# SW480 rereplic – DNA re-replication induction in SW480 cells. SW480 DNA re-replication, Hoechst DNA content imaging, 48 h. Potency, µM (titrated, usually from 46.1 µM), inactives show at the highest dose re-replication activation, usual class: activators. 1.8% of 340,000 active. AID 624297; also: potency is read from the fitted curve at half-maximal effect; % of control where 0% means no effect; nearly all actives have a fitted effect of over 55% in size
#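 250 cells/well; 23 nL cpd via pin tool; 48 hr, 37 C, 5% CO2; Hoechst 40 min; imager read of total nuclear intensity, ex 405/em 500-530 nm.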
# IL-1B inflam inh – blocks inflammasome-driven IL-1 beta release; activity change, % at 57.5 µM; THP-1 LPS/ATP IL-1B secretion, AlphaLISA, 16 h; active compounds read low; 4.7% of 360,000 active; AID 743279; in the data active = activity change below about -50%; inconclusive = mostly about -30% to -49%; also: % is scaled to controls: 0 for no effect and ±100 for the full control effect
#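 THP-1 cells pretreated 1 hr with compounds (up to 57.5 uM final), then stimulated with LPS (250 ng/mL final) plus ATP (1.25 mM final); secreted IL-1B measured by AlphaLISA after 16 hr, decreased signal indicating inhibition.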
# MCF10A rerep – DNA re-replication induction in MCF 10a cells; AID 624296; 2.9% of 350,000 active; Potency, µM (top dose mostly 46.1 µM), inactives show at the top dose activity, positive = re-replication, usual class: activators; MCF 10A DNA re-replication, Hoechst nuclear intensity, 48 h; also: potency is read from the fitted curve at half-maximal effect; % of control where 0% means no effect; nearly all actives have a fitted effect of over 50% in size
# ATXN viability – reduces viability in counter-screen for ATXN expression inhibitors | AID 651635 | 0.49% of 400,000 active | S2 cells (HEK-293 line with an ATXN2-luciferase reporter) viability, CellTiter-Fluor protease fluorescence, 24 h | Potency, µM (top dose mostly 56.7 µM), usual class: cytotoxic; also: potency is read from the fitted curve at half-maximal effect; nearly all actives have a fitted effect of over 40% in size
# Numbers without * were called inactive; i = inactive; ? = inconclusive; nt = not tested or not shown; & = joins results of further samples; [ ] = another dose, or the depositor's remark. Unless noted, calls follow the shape of the dose curve; as a rule, active = well fitted curve in the direction sought with a large enough effect; inconclusive = small, poorly fitted or top-dose-only effect, or another doubt; inactive = no such curve, though single readings can be large; an effect the other way counts as inactive or inconclusive.
SMILES,HT1080 IDH1KD tx,ATXN2 expr inh,KB-V1 cytotox,KB-3-1 tox,HT1080NT lethal,SW480 rereplic,IL-1B inflam inh,MCF10A rerep,ATXN viability
CCc1nn(CC(=O)NCCCN2CCN(C)CC2)c(=O)c2cc3sc(C)cc3n12,-1%,-15%,0%,8%,6%,-5%,-6,7%,i
CC1CCCCC1NC(=O)c1cn(C)c2ccc(S(=O)(=O)N3CCOCC3)cc2c1=O (centres undefined),-1%,6%,19%,9%,-15%,-3%,10,1%,i
Cc1coc2c1c(C)cc1oc(=O)c(CC(=O)NCCCN3CCCC3=O)c(C)c12,-1%,1%,0%,0%,6%,-4%,-21,10%,i
COCCn1c(SCc2ccc(C(=O)OC)o2)nnc1-c1c[nH]c2ccccc12,5%,-1%,?,9%,27%,-2%,-17,1%,i
Cc1ccc(Oc2cc(N3CCOCC3)nc(-c3ccccc3)n2)cc1,15%,-12%,-5%,-11%,15%,2%,6,9%,i
COc1ccc(CNc2cccc(C)n2)c(O)c1,1%,4%,0%,-2%,13%,-4%,9,3%,i
C#Cc1ccc([C@@H]2C=C(C(=O)NCc3ccccc3)O[C@H](OCCCCO)C2)cc1,-2%,-6%,4%,0%,-25%,?,-13,10%,i
CN(C)CCNC(=S)Nc1ccc(F)c(F)c1F,-14%,-23%,-9%,7%,-5%,-5%,-2,2%,i
N#CC1=C(N)C(C#N)(C#N)C(c2cccnc2)C2CC(c3ccccc3)CC=C12 (centres undefined),-8%[9.24 µM],10%,?,0%,?,11%,4,?,i
O=C(Nc1cccc(-n2cccn2)c1)C1CCCN(Cc2cc3ccccc3[nH]2)C1 (centres undefined),?,-14%,2%,-9%,?,?,-60*,21µM*,?
CC(C)CC(N)c1csc(Nc2ccccn2)n1 (centres undefined),?,?,-1%,0%,?,nt,-50*,nt,?
Cc1cc2ccccn2c1C(=O)c1nc(NCc2ccccc2)ncc1Cl,2%,nt,?,3%&14%,4%,-76%[inhibitor],-28,1%,i
COC(=O)c1c(NC(=O)C2COc3ccccc3O2)sc2c1CCN(Cc1ccccc1)C2 (centres undefined),0%,-15%,0%,-7%,-1%,9%,-3,24%,i
Cc1nc(NC(=O)c2csc3ccccc23)sc1C,?,100%[activator],-4%,4%,?,19%,5,-1%,i
COC(=O)C1=C(C)Nc2[nH]c(=S)[nH]c(=O)c2C1c1ccc(O)cc1 (centres undefined),2%,-12%,16%,13%,9%,10%,0,1%,i
O=C(NCCCn1ccnc1)c1cc(-c2ccncc2)nc2ccccc12,21%,-11%,0%,-2%,0%,-8%,18,-8%,i
COc1ccccc1N(C(=O)c1ccncc1)c1nc(-c2ccc([N+](=O)[O-])cc2)cs1,-19%,nt,?,?,-6%,?,0,?,i
O=C(NCCOc1nc(N2CCOCC2)nc(N2CCOCC2)n1)Nc1ccccc1,-25%,-9%,-7%,-10%,-6%,5%,-29,3%,i
Cc1cccc(OP(=O)(Nc2c(C)n(C)n(-c3ccccc3)c2=O)Oc2cccc(C)c2)c1,4%,-20%,-22%,-24%,4%,-8%,-28,2%,?
O=C(NNC(=O)c1ccncc1)Nc1ccc(N=Nc2ccccc2)cc1,17%,51%[activator],?,19%,3%,-12%,-4,0%,?

# Reprinted from the part before: 2 compounds, followed by the next part.
SMILES,HT1080 IDH1KD tx,ATXN2 expr inh,KB-V1 cytotox,KB-3-1 tox,HT1080NT lethal,SW480 rereplic,IL-1B inflam inh,MCF10A rerep,ATXN viability
Cc1cccc(OP(=O)(Nc2c(C)n(C)n(-c3ccccc3)c2=O)Oc2cccc(C)c2)c1,4%,-20%,-22%,-24%,4%,-8%,-28,2%,?
O=C(NNC(=O)c1ccncc1)Nc1ccc(N=Nc2ccccc2)cc1,17%,51%[activator],?,19%,3%,-12%,-4,0%,?
C=CCn1c(C)cc(C(=O)COC(=O)/C=C/c2c(C)nn(C3CCS(=O)(=O)C3)c2Cl)c1C (centres undefined),1%,20%,-13%,-2%,-2%,-2%,-28,21%,i
CCCCN1C[C@H](C)[C@@H](CC(=O)Nc2ccccc2)C1=O,19%,2%,-6%,0%,11%,nt,-6,nt,i
CCCOc1ccc(-c2cccc(NS(=O)(=O)c3ccc(CC)cc3)c2)nn1,nt,?,?,-29%,nt,nt,nt,nt,?
COc1ccc(Cc2nc3ccc(C(=O)N4CCN(C)C(C)C4)cc3o2)cc1OC (centres undefined),-17%,-11%,?,-55%,-18%,-16%,-1,-4%,i
Cc1ccc(N2C(=O)c3sc4nnc(C)c(=O)n4c3C2=O)cc1,17%,4%,3%,0%,25%,-2%,14,-4%,?
CCCCNC(=O)CN1C(=O)NC(Cc2ccccc2)(Cc2ccccc2)C1=O,-17%,19%,?,-10%,-9%,2%,5,?,i
CC(=O)c1ccc(S(=O)(=O)N(C)CCCC(=O)N(C)Cc2c(F)cccc2Cl)cc1,7%,7%,-4%,-1%,17%,-6%,-2,-11%,i
CC1(C)CC2CC(C)(CN2C(=S)Nc2ccccc2F)C1 (centres undefined),0%,-5%,5%,4%,0%,-1%,27,-1%,i
S=C(NCCCN1CCOCC1)Nc1ccc(-c2nc3ccccc3[nH]2)cc1,-13%,-6%,6%,-22%,-21%,-1%,-3,7%,i
Cc1cc(C)n2ncc(C(=O)NCCc3ccccc3)c2n1,-3%,10%,0%,-3%,-1%,-9%,4,-1%,i
COC(=O)c1ccc[n+](CC(=O)Nc2ccc(OC(F)F)cc2)c1,-1%,-17%,2%,5%,-12%,-6%,55,-29%,i
Cc1cnc(NC(=O)CSc2nnc(COc3ccccc3)o2)s1,0%,0%,6%,17%,4%,-53%[inhibitor],-13,-1%,i
COc1ccc(-c2nc3c(c(SCC(=O)Nc4ccccc4F)n2)Cc2cc(C)ccc2O3)cc1,nt,5%,2%,8%,nt,nt,nt,nt,i
O=C(O)c1cc(O)ccc1NC(=O)C1CCCO1 (centres undefined),5%,8%,3%,8%,13%,0%,-17,2%,i
BrC(=C\c1ccccc1)/C=N/N1CCN(c2ccccc2)CC1,?,nt,-16%,-4%,?,-3%,-81*,?,i
O=C(Nc1cccc(C(=O)NC2CC2)c1)c1ccc(F)c(S(=O)(=O)N2CCOCC2)c1,-1%,5%,36%,-3%,-1%,-62%[inhibitor],12,?,i
COc1ccc(N=Cc2c(O)[nH]c3ccccc23)cc1OC,-29%,67%[activator],6.5µM*,?,-3%,16%,?,?,?
Cc1[nH]c2ccccc2c1/C=N/Nc1ccc([N+](=O)[O-])cc1S(=O)(=O)Nc1ccc(Cl)cc1,9%,5%,?,?,1%,-2%,1,9%,i
COc1cc([N+](=O)[O-])ccc1NC(=O)CC(C)C,1%,-2%,-25%,16%,11%,-91%[inhibitor],9,1%,?
CCN(CC(=O)Nc1ccc(NC(C)=O)cc1)C(=O)CSCc1c(C)noc1C,10%,1%,0%,0%,13%,-2%,5,1%,?
CC1=C(C(=O)Nc2ccccc2C)C2(CCCCC2)C(C(N)=O)C(=S)N1 (centres undefined),13%,5%,7%,18%,18%,7%,-8,6%,i
O=C(c1ccco1)n1nc(-c2ccco2)nc1SCc1ccccc1,4%,36%,?,1%,5%,1%,-3,0%,i
CCOc1ccc(Nc2c(S(=O)(=O)c3ccccc3)cnc3ccc(F)cc23)cc1,nt,?,-19%,-1%,nt,nt,nt,nt,i
COc1ccc(/C=C2\SC(=O)N(CC(=O)Nc3ccc(O)cc3)C2=O)cc1OC,?,-12%,25%,1%,-9%,29%,-14,16%,i
COc1ccc(CCc2nc3ccccc3n2C(CCc2ccccc2)c2nc3ccccc3[nH]2)cc1 (centres undefined),-8%,nt,?,-12%,-13%,nt,-16,nt,nt
C(=C\c1cccc2ccccc12)/c1nnc(-c2cccs2)o1,-17%,31%[activator],-7%,8%,-2%,5%,0,-1%,i
Cc1cc(C)cc(C(=O)NCC(=O)OCC(=O)c2c(N)n(C)c(=O)n(C)c2=O)c1,-5%,5%,9%,23%,0%,3%,-21,4%,i
CCOC(=O)c1cccc(NC(=O)C2(S(=O)(=O)c3ccc(Cl)cc3)CC2)c1,-7%,-6%,-16%,-26%,-5%,4%,8,-6%,i
O=C1C=CN(C2OC(CO)C(O)C2O)C(=O)C1 (centres undefined),?,nt,-27%,-3%,-2%,nt,-9,nt,i
CC1(C)CC(=O)C2=C(C1)N(c1ccc(Cl)cc1)C(=O)C2(O)C(F)(F)F (centres undefined),?,1%,?,20%,21%,0%,0,-72%[inhibitor],i
CC(C)N1CCC(=NNC(=O)c2cccs2)CC1,10%,49%[activator],0%,-1%,18%,-2%,6,-2%,i
Cc1ccc(C)c(N2CCN(C(=O)CCc3nc(-c4ccc(F)cc4)no3)CC2)c1,1%,-7%,-1%,0%,7%,-2%,21,?,i
CCOc1ccc(-c2cc3c(=O)n(CC(=O)Nc4cc(F)ccc4C)ccn3n2)cc1,nt,31%,6%,-3%,nt,nt,nt,nt,i
COc1ccc(-n2nc(C(=O)NCC(=O)NC(C)C)c3ccccc3c2=O)cc1OC,10%,nt,11%,-1%,12%,-46%,-3,-5%,i
CC#CC[N+](C)(C)CCCCCCCCCC,?,?,0%,5.8µM*,-27%,21%,-59*,0%,i
CCOc1ccccc1NC(=O)CSc1nnc(-c2ccccn2)n1Cc1ccco1,-2%,-8%,-14%,-16%,7%,0%,-19,8%,i
CC1=C(C(=O)OCc2ccccc2)C(c2ccc(-c3ccccc3)cc2)NC(=O)N1CCCCCC(=O)O (centres undefined),-11%,0%,-3%,5%,-13%,-3%,18,?,i
CC12CC3CC(C)(C1)CC(C(=O)N1CCN(C(=O)c4ccco4)CC1)(C3)C2,-15%,-9%,?,6%,-11%,0%,-7,-2%,i
